Source: PubChem BioAssay (Broad Institute)
BioA inh: inhibitors of Mycobacterium tuberculosis BioA enzyme; purified M. tuberculosis BioA enzyme, plate reader; actives 0.096% (n = 360,000); inhibition, % at 9.99 µM; in the data active = inhibition above about 40%
Starred values were filed as active, the others as inactive.

SMILES	BioA inh
CO[C@@H]1CN(C)C(=O)c2cc(NC(=O)NC3CCCCC3)ccc2OC[C@@H](C)N(C(C)=O)C[C@@H]1C	0.8
CO[C@H]1CC[C@H]2CCOc3c(C#N)cccc3C(=O)N(C)CCCC(=O)N(C)C[C@H]1O2	4.5
C[C@H](CO)N1C[C@H](C)[C@@H](CN(C)S(C)(=O)=O)Oc2cc(C#Cc3ccc(F)cc3)ccc2S1(=O)=O	5.1
COc1cccc(S(=O)(=O)Nc2ccc3c(c2)[C@@H]2C[C@@H](CC(=O)NCCc4ccccc4)O[C@@H](CO)[C@@H]2O3)c1	0.6
CCC(=O)N1[C@@H]2Cn3c(cccc3=O)[C@H]1[C@@H](C(=O)N1CCc3ccccc3C1)[C@@H]2CO	1.5
C[C@H]1CN([C@@H](C)CO)C(=O)c2cc(NC(=O)Cc3ccccc3)ccc2O[C@@H]1CN(C)Cc1ccc2c(c1)OCO2	1.9
C[C@H](CO)N1C[C@H](C)[C@@H](CN(C)CC2CCOCC2)Oc2ncc(C#C[C@@H](C)O)cc2C1=O	-0.2
C[C@H](CO)N1C[C@H](C)[C@@H](CN(C)C(=O)Nc2ccc(C(F)(F)F)cc2)Oc2ccc(NC(=O)Nc3ccc(C(F)(F)F)cc3)cc2CC1=O	-2.2
CCNC(=O)C[C@H]1C=C[C@H](NC(=O)C2CCOCC2)[C@@H](CO)O1	0.2
COc1ccc(NC(=O)N(C)C[C@H]2OCCCC[C@@H](C)Oc3ccc(NS(=O)(=O)c4ccc(F)cc4)cc3C(=O)N([C@@H](C)CO)C[C@H]2C)cc1	1.5
CO[C@H]1CN(C)C(=O)c2cc(NC(=O)c3cc(C)on3)ccc2OC[C@H](C)N(C(=O)C2CC2)C[C@H]1C	-1.8
COc1cccc(S(=O)(=O)N(C)C[C@@H]2Oc3cc(C#CCC(C)C)ccc3S(=O)(=O)N([C@H](C)CO)C[C@@H]2C)c1	-3.3
C[C@@H]1CCCCO[C@@H](CN(C)C(=O)CCC(F)(F)F)[C@H](C)CN([C@@H](C)CO)C(=O)c2cc(NC(=O)Nc3ccccc3)ccc2O1	-0.1
COc1ccc(CN(C)C[C@@H]2OCCCC[C@H](C)Oc3ccc(NS(=O)(=O)c4c(C)noc4C)cc3C(=O)N([C@@H](C)CO)C[C@@H]2C)cc1	0.4
COc1cccc(-c2cnc3c(c2)C(=O)N([C@H](C)CO)C[C@H](C)[C@H](CN(C)C(=O)Nc2ccccc2F)O3)c1	-0.9

As entered above.
Entry of `COc1cccc(S(=O)(=O)N(C)C[C@@H]2Oc3cc(C#CCC(C)C)ccc3S(=O)(=O)N([C@H](C)CO)C[C@@H]2C)c1` in BioA inh: -3.3
Entry of `C[C@H](CO)N1C[C@H](C)[C@@H](CN(C)C(=O)Nc2ccc(C(F)(F)F)cc2)Oc2ccc(NC(=O)Nc3ccc(C(F)(F)F)cc3)cc2CC1=O` in BioA inh: -2.2
Entry of `CO[C@@H]1CN(C)C(=O)c2cc(NC(=O)NC3CCCCC3)ccc2OC[C@@H](C)N(C(C)=O)C[C@@H]1C` in BioA inh: 0.8
Entry of `C[C@H](CO)N1C[C@H](C)[C@@H](CN(C)S(C)(=O)=O)Oc2cc(C#Cc3ccc(F)cc3)ccc2S1(=O)=O` in BioA inh: 5.1

Part of the list above in order of molar mass, ascending.
SMILES	BioA inh
CO[C@H]1CN(C)C(=O)c2cc(NC(=O)c3cc(C)on3)ccc2OC[C@H](C)N(C(=O)C2CC2)C[C@H]1C	-1.8
COc1cccc(S(=O)(=O)Nc2ccc3c(c2)[C@@H]2C[C@@H](CC(=O)NCCc4ccccc4)O[C@@H](CO)[C@@H]2O3)c1	0.6
COc1ccc(CN(C)C[C@@H]2OCCCC[C@H](C)Oc3ccc(NS(=O)(=O)c4c(C)noc4C)cc3C(=O)N([C@@H](C)CO)C[C@@H]2C)cc1	0.4

(cont.)
SMILES	BioA inh
C[C@H](CO)N1C[C@H](C)[C@@H](CN(C)C(=O)NC2CCCCC2)Oc2ccc(N(C)C)cc2C1=O	-0.5
COc1ccc(NC(=O)Nc2ccc3c(c2)C(=O)N([C@@H](C)CO)C[C@@H](C)[C@@H](CN(C)S(=O)(=O)c2ccc(C)cc2)O3)cc1	0.3
COc1cccc(CNC(=O)C[C@H]2C=C[C@H](NC(=O)C3CC3)[C@H](CO)O2)c1	-2.2
CNC[C@H]1Oc2ccc(NS(=O)(=O)c3cn(C)cn3)cc2CC(=O)N([C@@H](C)CO)C[C@@H]1C	-1.3
C[C@H]1CN([C@@H](C)CO)C(=O)c2cccc(NS(=O)(=O)c3ccc(F)cc3)c2O[C@H]1CN(C)Cc1ccncc1	-1.5
CC(=O)N(C)C[C@H]1[C@H](c2ccc(-c3ccccc3F)cc2)[C@H](CO)N1C(C)=O	-0.5
C[C@H]1CN([C@@H](C)CO)S(=O)(=O)c2ccc(/C=C/c3ccccc3)cc2O[C@@H]1CN(C)C(=O)c1ccncc1	1.2
COCc1cn(CC[C@H]2CC[C@H](NC(=O)Nc3ccccc3)[C@H](CO)O2)nn1	-1.4
CCCNC(=O)Nc1ccc2c(c1)C(=O)N(C)C[C@H](OC)[C@@H](C)CN(C(C)=O)[C@H](C)CO2	-0.3
COc1ccccc1S(=O)(=O)N(C)C[C@@H]1Oc2cc(C#CCC(C)C)ccc2S(=O)(=O)N([C@H](C)CO)C[C@H]1C	-4.0
COc1cccc(NC(=O)N(C)C[C@H]2Oc3cc(-c4ccccc4F)ccc3S(=O)(=O)N([C@@H](C)CO)C[C@H]2C)c1	-2.5
CCCN(C)C[C@H]1Oc2ncc(-c3ccccc3F)cc2C(=O)N([C@@H](C)CO)C[C@H]1C	-0.8
C[C@@H]1CN([C@@H](C)CO)C(=O)c2cccc(NC(=O)c3cnccn3)c2O[C@H]1CN(C)Cc1ccc(Cl)c(Cl)c1	1.2
C[C@H](NC(=O)C[C@H]1C[C@H]2c3cc(NC(=O)C4CCOCC4)ccc3O[C@H]2[C@@H](CO)O1)c1ccccc1	-0.7
CCCNC(=O)C[C@@H]1CC[C@@H]2[C@@H](COc3ccc(NC(=O)c4cccc(Cl)c4)cc3C(=O)N2C)O1	-0.5
CN(C)CC(=O)N[C@H]1CC[C@@H](CCn2cc(C3CCCC3)nn2)O[C@H]1CO	1.0
C[C@@H]1CN([C@@H](C)CO)C(=O)c2cc(N(C)C)ccc2O[C@@H](C)CCCCO[C@H]1CN(C)Cc1ccc(C(F)(F)F)cc1	-1.0
COCC(=O)N1C[C@H](C)[C@H](OC)CN(C)C(=O)c2cc(NC(=O)c3cnccn3)ccc2OC[C@H]1C	4.4
O=C(Nc1ccccc1)N1C[C@H]2[C@@H](c3ccccc31)[C@H](CO)N2C(=O)c1ccccn1	2.9
CN(C)c1ccc2c(c1)[C@H]1C[C@H](CC(=O)N3CCc4ccccc4C3)O[C@@H](CO)[C@H]1O2	1.0
O=C(C[C@@H]1C=C[C@H](NC(=O)CN2CCOCC2)[C@@H](CO)O1)NC1CCCCC1	0.9
C[C@H](CO)N1C[C@H](C)[C@@H](CN(C)Cc2ccc(C(=O)O)cc2)Oc2ccc(NC(=O)Nc3ccc(F)cc3)cc2CC1=O	1.9
C[C@H](CO)N1C[C@H](C)[C@@H](CN(C)C(=O)c2ccncc2)OCc2ccccc2-c2c(n(C)c3ccccc23)C1=O	-1.7
O=C(NCCCN1CCOCC1)[C@H]1[C@H](CO)[C@H]2Cn3c(cccc3=O)[C@@H]1N2C(=O)NC1CCCC1	0.5
C[C@H](CO)N1C[C@H](C)[C@H](CN(C)Cc2ccc(C(F)(F)F)cc2)Oc2ccc(NS(=O)(=O)c3cn(C)cn3)cc2CC1=O	-0.8
C[C@@H]1CN([C@@H](C)CO)C(=O)c2cccc(N(C)C)c2O[C@H]1CN(C)Cc1ccc(C(=O)O)cc1	-1.6
CCC(=O)N1[C@@H]2CN(C(=O)Nc3cccc(Cl)c3)c3ccccc3[C@@H]2[C@@H]1CO	5.8
CN1c2ccc(-c3ccc(C#N)cc3)cc2[C@@H]2[C@@H](CCN2C(=O)C2CCCCC2)[C@H]1CO	2.4
CN(C)CC(=O)Nc1ccc2c(c1)[C@H]1C[C@H](CC(=O)NCc3ccc(-c4ccccc4)cc3)O[C@@H](CO)[C@H]1O2	-1.9
Cc1noc(C)c1S(=O)(=O)Nc1ccc2c(c1)C(=O)N([C@H](C)CO)C[C@@H](C)[C@H](CN(C)C(=O)CCC(F)(F)F)OCCCC[C@@H](C)O2	-1.6
COCC(=O)Nc1ccc2c(c1)[C@H]1C[C@@H](CC(=O)NCc3ccncc3)O[C@H](CO)[C@H]1O2	-0.2
C[C@H]1CN([C@@H](C)CO)C(=O)c2cc(NS(C)(=O)=O)ccc2O[C@@H]1CN(C)Cc1ccc(-c2ccccc2)cc1	-0.6
CO[C@@H]1CN(C)C(=O)c2ccc(NC(=O)Nc3ccccc3F)cc2OC[C@H](C)N(C)C[C@H]1C	0.5
C[C@@H](NC(=O)C[C@H]1CC[C@H](NC(=O)C2CCOCC2)[C@@H](CO)O1)c1ccccc1	-2.5
Cc1noc(C)c1NC(=O)N(C)C[C@@H]1Oc2ccc(NS(=O)(=O)c3ccc(F)cc3)cc2CC(=O)N([C@@H](C)CO)C[C@@H]1C	1.5
OC[C@H]1[C@H](c2ccc(-c3ccc(F)cc3)cc2)[C@@H]2CN(Cc3cccnc3)CCCCN12	-1.0
COCC(=O)Nc1ccc2c(c1)C(=O)N(C)[C@H]1CC[C@@H](CC(=O)NCC3CCCCC3)O[C@H]1CO2	3.2
CCCNC(=O)N(C)C[C@@H]1Oc2cc(-c3ccccc3F)ccc2S(=O)(=O)N([C@H](C)CO)C[C@H]1C	1.4
C[C@@H]1CN([C@@H](C)CO)C(=O)c2cc(NC(=O)NC3CCCCC3)ccc2O[C@H]1CN(C)S(=O)(=O)c1ccc(F)cc1	-2.2
O=C(N[C@H]1CC[C@H](CCNC(=O)C2CCCCC2)O[C@H]1CO)c1ccccn1	-2.1
C[C@@H]1CCCCO[C@@H](CN(C)C(=O)Nc2ccccc2)[C@H](C)CN([C@H](C)CO)C(=O)c2cc(NC(=O)c3ccccc3)ccc2O1	0.7
Cc1ccccc1-c1ccc([C@@H]2[C@@H](CO)N3CCCCN(C(=O)CN4CCOCC4)C[C@@H]23)cc1	-3.0
CO[C@H]1CN(C)C(=O)c2ccc(NC(=O)c3nc4ccccc4s3)cc2OC[C@@H](C)N(Cc2cccnc2)C[C@H]1C	-2.1
COC(=O)C(CC#Cc1ccc2c(c1)[C@]1(C(=O)N2)[C@H](c2ccc(O)cc2)N2[C@H](c3ccccc3)[C@H](c3ccccc3)OC(=O)[C@H]2[C@@H]1C(=O)N1CCCCCCC1)C(=O)OC	-1.3
C[C@H]1CN([C@@H](C)CO)C(=O)Cc2cc(NC(=O)Cn3cnnn3)ccc2O[C@H]1CN(C)S(=O)(=O)c1cccs1	6.7

Laid out differently: 2 of the compounds above
COCC(=O)Nc1ccc2c(c1)[C@H]1C[C@@H](CC(=O)NCc3ccncc3)O[C@H](CO)[C@H]1O2
  BioA inh: -0.2

C[C@H]1CN([C@@H](C)CO)C(=O)c2cc(NS(C)(=O)=O)ccc2O[C@@H]1CN(C)Cc1ccc(-c2ccccc2)cc1
  BioA inh: -0.6

Next part
SMILES	BioA inh
C[C@H](O)C#Cc1ccc([C@H]2[C@H](CO)N3CCCCN(C(=O)c4ccc5c(c4)OCO5)C[C@@H]23)cc1	-0.3
O=C(C[C@H]1C[C@H]2c3cc(NS(=O)(=O)c4ccc(F)cc4)ccc3O[C@H]2[C@@H](CO)O1)NC1CCCCC1	-1.9
CN(C)C(=O)c1ccc(-c2ccc([C@@H]3[C@@H](CO)N4CCCCN(CC5CC5)C[C@@H]34)cc2)cc1	-2.7
CO[C@H]1CN(C)C(=O)c2ccc(NS(=O)(=O)c3cccc(F)c3)cc2OC[C@@H](C)N(C(=O)Cc2cccnc2)C[C@H]1C	0.2
C[C@@H]1CN([C@@H](C)CO)C(=O)c2cc(/C=C/c3ccccc3)cnc2O[C@@H]1CN(C)C(=O)Cc1ccccn1	-1.7
Cc1cccc(-c2ccc([C@H]3[C@H]4CN(Cc5cncnc5)CCCCN4[C@H]3CO)cc2)c1	-3.1
Cc1noc(C)c1NC(=O)N[C@H]1CC[C@@H](CCNC(=O)C2CC2)O[C@H]1CO	-2.9
C[C@@H]1CN([C@H](C)CO)C(=O)c2cc(-c3cccc(F)c3)cnc2O[C@@H]1CN(C)C(=O)c1cnccn1	0.8
COc1cccc(NC(=O)N2C[C@H](O)COC[C@@H]3O[C@@H](CC(=O)NC4Cc5ccccc5C4)CC[C@H]32)c1	2.5
C[C@H](NC(=O)N(C)C[C@H]1OCc2ccccc2-c2ccccc2C(=O)N([C@H](C)CO)C[C@H]1C)c1ccccc1	-0.7
C[C@@H]1CN([C@@H](C)CO)C(=O)c2cccc(NC(=O)c3cnccn3)c2O[C@@H]1CN(C)Cc1ccc(Oc2ccccc2)cc1	9.0
C[C@H]1CN([C@@H](C)CO)C(=O)CCCn2cc(nn2)CO[C@H]1CN(C)Cc1cccc2c1OCCCO2	-0.4
C/C=C/c1ccc([C@H]2[C@@H](C#N)N(C(=O)NC3CCCC3)[C@H]2CO)cc1	-1.2
COCC#Cc1ccc2c(c1)O[C@@H](CN(C)Cc1ccc(F)cc1)[C@@H](C)CN([C@@H](C)CO)S2(=O)=O	4.0
C[C@@H]1CN([C@@H](C)CO)C(=O)c2cc(NS(=O)(=O)c3ccc(F)cc3)ccc2O[C@@H]1CN(C)CC1CC1	-0.6
Cc1noc(C)c1S(=O)(=O)N(C)C[C@H]1Oc2ccc(NC(=O)Cn3cnnn3)cc2CC(=O)N([C@@H](C)CO)C[C@H]1C	-3.2
C[C@H]1CN([C@@H](C)CO)C(=O)c2cc(NC(=O)CCC(F)(F)F)ccc2O[C@@H]1CN(C)C	-3.2
C/C=C/c1cnc2c(c1)C(=O)N([C@@H](C)CO)C[C@H](C)[C@H](CN(C)C(=O)C1CC1)O2	-1.0
O=C(NCC[C@H]1CC[C@H](NS(=O)(=O)Cc2ccccc2)[C@H](CO)O1)C1CC1	0.5
C[C@H](CO)N1C[C@H](C)[C@H](CN(C)Cc2ccncc2)Oc2c(NC(=O)Nc3ccc4c(c3)OCO4)cccc2C1=O	0.9
C[C@H]1CN([C@@H](C)CO)C(=O)c2cc(NC(=O)CCCN(C)C)ccc2O[C@H]1CN(C)Cc1ccc(Cl)c(Cl)c1	1.2
O=C(Cc1ccncc1)N1CCCCN2[C@H](CO)[C@H](c3ccc(C#CC4(O)CCCC4)cc3)[C@@H]2C1	-1.9

This is a subset; count on the stated rates, not on these rows.
